ATXN viability = viability counter-screen for ATXN expression inhibitors. S2 cells (HEK-293 line with an ATXN2-luciferase reporter) viability, CellTiter-Fluor protease fluorescence, 24 h. Potency, µM (highest dose often 56.7 µM), actives largely listed as cytotoxic. hit rate 0.49% among 400,000; note: potency is the fitted concentration of half-maximal effect; nearly all actives have a fitted effect of over 40% in size
KB-3-1 tox = KB-3-1 parental cell cytotoxicity. KB-3-1 viability, CellTiter-Glo ATP luminescence, 72 h. Potency, µM (series often up to 46.1 µM), inactives show top-dose activity change, negative = cytotoxic, hits mostly cytotoxic. hit rate 1.4% among 400,000; note: potency is the fitted concentration of half-maximal effect; % is set by controls: 0 for no effect and ±100 for the full control effect; nearly all actives have a fitted effect of over 60% in size
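Viability of parental KB-3-1 cells, measured by CellTiter-Glo luminescence, followed a 72 h incubation at 37 °C with pinned compounds in phenol-red-free DMEM containing 10% FBS.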
HepG2 tox = kills HepG2 cells in TGF-b inhibitor counter-screen. HepG2 CAGA-GFP viability, ATP luminescence, 18 h. Potency, µM (series often up to 46.1 µM), without a hit: top-dose activity change, negative = cytotoxicity, hits mostly cytotoxic. hit rate 0.76% among 410,000; note: potency is the fitted concentration of half-maximal effect; some results filed as inactive show a strong effect at the top dose
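HepG2 CAGA-GFP cells (1000/well, DMEM with 1% FBS) received compound, then TGF-beta at 500 pg/mL final, and were incubated 18 hours at 37 degrees C. Viability was read by CellTiter-Glo luminescence. Media-only wells were set as complete cell-killing and DMSO as no toxicity.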
HT1080 IDH1KD tx = HT-1080 IDH1 knockdown cell toxicity (counter line) | HT-1080 IDH1 knockdown viability, ATP luminescence, 48 h | Potency, µM (top dose mostly 46.1 µM), inactives show at the top dose activity, negative = toxicity, hits mostly cytotoxic | hit rate 2% among 360,000;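 note: potency is the fitted concentration of half-maximal effect; 0% = DMSO wells and -100% = cell-free medium wells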
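After a 2 h attachment period, IDH1KD HT-1080 cells took pin-transferred compound for 48 h at 37 °C; ATP-based luminescence after 10 min room-temperature reagent incubation reported viability.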
IL-1B inflam inh = inflammasome signaling inhibition, IL-1 beta readout; THP-1 LPS/ATP IL-1B secretion, AlphaLISA, 16 h; hits give low values; activity change, % at 57.5 µM; hit rate 4.7% among 360,000; AID 743279; in the data active = activity change below about -50%; inconclusive = mostly about -30% to -49%; note: % is set by controls: 0 for no effect and ±100 for the full control effect
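THP-1 cells pretreated 1 hr with compounds (up to 57.5 uM final), then stimulated with LPS (250 ng/mL final) plus ATP (1.25 mM final); secreted IL-1B measured by AlphaLISA after 16 hr, decreased signal indicating inhibition.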
ATXN2 expr inh = inhibitors of ATXN2 expression | HEK-293 ATXN2-luciferase reporter, luminescence, 24 h | Potency, µM (series often up to 57 µM), for inactives: at the top dose activity change, negative = inhibition, actives largely listed as inhibitors | hit rate 0.72% among 360,000 | AID 1745845; note: potency is the fitted concentration of half-maximal effect; % is set by controls: 0 for no effect and ±100 for the full control effect; nearly all actives have a fitted effect of over 55% in size
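qHTS (up to 57 uM final) was run with 24 h compound exposure of reporter cells at 37 °C. Each well was multiplexed: SteadyGlo luminescence measured ATXN2-luciferase expression after a fluorogenic Gly-Phe-AFC viability readout (25 uM final).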
HT1080-NT tox = kills 2HG-producing HT-1080-NT fibrosarcoma cells; hit rate 1.6% among 360,000; AID 686970; Potency, µM (series often up to 46.1 µM), for inactives: at the highest dose activity, negative = less viability, hits mostly cytotoxic; HT-1080-NT fibrosarcoma viability, CellTiter-Glo ATP luminescence, 48 h;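 note: NT is the 2HG producing partner of a matched IDH1 knockdown line; potency is the fitted concentration of half-maximal effect; 0% = DMSO-treated cells and -100% = media-only wells without cells; nearly all actives have a fitted effect of over 55% in size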
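Fibrosarcoma NT cells, 750 per well in 5% FBS RPMI, were exposed to compound for 48 hours. Viability: CellTiter-Glo luminescence.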
SW480 rereplic = inducers of DNA re-replication in SW480 colon cancer cells | Potency, µM (doses to about 46.1 µM), for the others: at the top dose re-replication activation, usual class: activators | SW480 DNA re-replication, Hoechst DNA content imaging, 48 h | hit rate 1.8% among 340,000; note: potency is the fitted concentration of half-maximal effect; % of control where 0% means no effect; nearly all actives have a fitted effect of over 55% in size
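Hoechst fluorescence of nuclei (405 nm excitation, 500-530 nm emission) measured by plate-scanning imager after 48 hr compound exposure at 37 C; re-replication scored as increased number of nuclei with elevated intensity.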
MCF10A rerep = DNA re-replication induction in MCF 10a cells. Potency, µM (series often up to 46.1 µM), without a hit: top-dose activity, positive = re-replication, usual class: activators. AID 624296. hit rate 2.9% among 350,000. MCF 10A DNA re-replication, Hoechst nuclear intensity, 48 h; note: potency is the fitted concentration of half-maximal effect; % of control where 0% means no effect; nearly all actives have a fitted effect of over 50% in size
* = called active by the depositor; i = inactive; ? = inconclusive; nt = not tested or not shown; & = joins results of further samples; [ ] = remark or other dose. Unless noted, calls come from the whole dose curve; as a rule, active = well fitted curve in the direction sought with a large enough effect; inconclusive = small, poorly fitted or top-dose-only effect, or another doubt; inactive = no such curve, though single readings can be large; an effect the other way counts as inactive or inconclusive.

The opening eleven records (preview)
no. | structure | ATXN viability | KB-3-1 tox | HepG2 tox | HT1080 IDH1KD tx | IL-1B inflam inh | ATXN2 expr inh | HT1080-NT tox | SW480 rereplic | MCF10A rerep
1 | COC(=O)CN(C)C(=O)CC1C(=O)NCCN1CC(C)(C)C (configuration not stated) | i | ? | -29% | 1% | -10 | -4% | -1% | 13% | -1%
2 | COc1ccc(Cl)cc1NC(=O)C1CCN(C(=O)Nc2ccccc2)CC1 | i | -17% | 2% | 4% | -28 | -32% | 1%[9.24 µM] | ? | -2%
3 | COC(=O)c1cccc(N(CC(=O)NC2CCCCC2)C(=O)CNC(=O)c2cccs2)c1 | i | 5% | -1% | 23% | 20 | -2% | 1% | 8% | -36%[inhibitor]
4 | Cc1cc(-c2nnc(SCc3ccccn3)o2)no1 | i | -2% | 1% | 5% | -3 | 5% | 13% | -3% | 4%
5 | C#CCOCCOCCOCCNc1nc(N2CCN(C(=O)[C@H](CCC(=O)O)n3cc([C@@H](N)[C@H](C)CC)nn3)CC2)nc(N2CCN(C(=O)[C@H](CCC(=O)O)n3cc([C@@H](N)CCSC)nn3)CC2)n1 | i | -4% | -5% | -4% | 14 | -4% | -2% | -2% | -6%
6 | O=C(NNC(=S)NCc1ccccc1)c1ccc(Br)cc1 | i | -4% | -1% | -2% | 12 | -9% | -5% | -1% | 26%
7 | O=C(c1ccc(COc2ccc3ccccc3c2)o1)N1N=C(C(F)F)CC1(O)C(F)F (configuration not stated) | i | 5% | -108% | ? | -1 | -26% | ? | 9% | ?
8 | CC(NC(=O)c1ccccc1)C(=O)OCC(=O)c1ccc(Br)cc1 (configuration not stated) | i | 38% | -2% | 15% | 18 | 9% | 20% | 0% | 16%
9 | COc1ccc(O)c(/C=N/NC(=O)CCC(=O)Nc2ccc(C)cc2)c1 | i | -21% | -8% | -11% | 68 | nt | -6% | ? | 7%
10 | CC(C(=O)NCCCc1ccccc1)n1cccc1C(=O)c1ccccc1 (configuration not stated) | i | -10% | 12% | 1% | 24 | -13% | 10% | -6% | 13%
11 | O=C(Nc1ccc(Cl)cc1)Nc1nnc(SCc2ccccc2)s1 | i | 11% | 4% | 10% | -17 | 0% | 12% | -5% | 0%

This part in full, previewed entries included:
no. | structure | ATXN viability | KB-3-1 tox | HepG2 tox | HT1080 IDH1KD tx | IL-1B inflam inh | ATXN2 expr inh | HT1080-NT tox | SW480 rereplic | MCF10A rerep
1 | COC(=O)CN(C)C(=O)CC1C(=O)NCCN1CC(C)(C)C (configuration not stated) | i | ? | -29% | 1% | -10 | -4% | -1% | 13% | -1%
2 | COc1ccc(Cl)cc1NC(=O)C1CCN(C(=O)Nc2ccccc2)CC1 | i | -17% | 2% | 4% | -28 | -32% | 1%[9.24 µM] | ? | -2%
3 | COC(=O)c1cccc(N(CC(=O)NC2CCCCC2)C(=O)CNC(=O)c2cccs2)c1 | i | 5% | -1% | 23% | 20 | -2% | 1% | 8% | -36%[inhibitor]
4 | Cc1cc(-c2nnc(SCc3ccccn3)o2)no1 | i | -2% | 1% | 5% | -3 | 5% | 13% | -3% | 4%
5 | C#CCOCCOCCOCCNc1nc(N2CCN(C(=O)[C@H](CCC(=O)O)n3cc([C@@H](N)[C@H](C)CC)nn3)CC2)nc(N2CCN(C(=O)[C@H](CCC(=O)O)n3cc([C@@H](N)CCSC)nn3)CC2)n1 | i | -4% | -5% | -4% | 14 | -4% | -2% | -2% | -6%
6 | O=C(NNC(=S)NCc1ccccc1)c1ccc(Br)cc1 | i | -4% | -1% | -2% | 12 | -9% | -5% | -1% | 26%
7 | O=C(c1ccc(COc2ccc3ccccc3c2)o1)N1N=C(C(F)F)CC1(O)C(F)F (configuration not stated) | i | 5% | -108% | ? | -1 | -26% | ? | 9% | ?
8 | CC(NC(=O)c1ccccc1)C(=O)OCC(=O)c1ccc(Br)cc1 (configuration not stated) | i | 38% | -2% | 15% | 18 | 9% | 20% | 0% | 16%
9 | COc1ccc(O)c(/C=N/NC(=O)CCC(=O)Nc2ccc(C)cc2)c1 | i | -21% | -8% | -11% | 68 | nt | -6% | ? | 7%
10 | CC(C(=O)NCCCc1ccccc1)n1cccc1C(=O)c1ccccc1 (configuration not stated) | i | -10% | 12% | 1% | 24 | -13% | 10% | -6% | 13%
11 | O=C(Nc1ccc(Cl)cc1)Nc1nnc(SCc2ccccc2)s1 | i | 11% | 4% | 10% | -17 | 0% | 12% | -5% | 0%
12 | COc1cccc(-c2nn(-c3ccccc3)cc2CN(C)Cc2ccon2)c1 | i | -29%&-20% | -8%&-15% | -1% | -15 | nt | 0% | 0% | 13%
13 | COC(=O)C1=C(C)Nc2nnnn2C1c1ccccc1Cl (configuration not stated) | i | -12% | -4% | 3% | 19 | 14% | 7% | -5% | 3%
14 | Cc1ccc(-n2c(P(C)(=O)O)nc3ccccc32)cc1 | i | 11% | 3% | 6% | -1 | 4% | 7% | -81% | -48%[inhibitor]
15 | COc1ccc(NC2CCCN(C(=O)c3ccc4[nH]c(C)c(C)c4c3)C2)cc1 (configuration not stated) | i | 0% | 0% | 0% | -2 | 0% | -1% | -8% | 4%
16 | CCOc1ccc(C(=O)Nc2nnc(SCC(=O)NCC3CCCO3)s2)cc1 (configuration not stated) | ? | -14% | -16% | -2% | 20 | ? | 21% | -9% | -4%
17 | CC(C)(C)c1ccc(CSc2nnc(-c3ccccn3)n2Cc2ccco2)cc1 | i | ? | -27% | ? | -94* | ? | ? | ? | 16µM*
18 | O=C(NCCO)C1COc2ccccc2O1 (configuration not stated) | i | 4% | -85% | 12% | 8 | -12% | 6% | 21% | -1%
19 | CC1=NN(c2ccccc2)C(=O)C1C=Nc1ccc(N(C)C)cc1 (configuration not stated) | nt | 10% | -33% | ? | nt | -12% | ? | ? | 0%
20 | Cc1nnc(SC(C)C(=O)NC2CCCCC2C)n1N (configuration not stated) | i | 5% | 3% | 15% | 5 | -15% | 14% | -98% | -12%
21 | Cc1ccc(-c2cc(C(=O)NNC(=O)c3csc(N4CCOCC4)n3)c3ccccc3n2)cc1 | ? | -19% | -14% | -25% | -26 | nt | ? | 6% | 1%
22 | O=C(Cc1ccccc1)N/N=C/C=C/c1ccccc1[N+](=O)[O-] | i | 8% | -10% | 8% | nt | 18% | 2% | -8% | -28%
23 | Cc1c(C(=O)N2CCCCCC2)c(S(=O)(=O)NCc2ccc(Br)cc2)c(C)n1C | i | 19% | -19% | nt | nt | -6% | nt | nt | nt
24 | O=C(CNC(=O)c1ccc(Br)cc1)NCC(=O)OCC(=O)c1ccccc1 | i | -8% | 10% | -1% | 1 | 8% | -1% | 5% | -5%
25 | CCN1CCN(CC(=O)Nc2nc3ccc(OC)cc3s2)CC1 | i | 13% | -16% | -8% | 39 | -2% | -2% | -3%[9.22 µM] | 21%

no. | structure | ATXN viability | KB-3-1 tox | HepG2 tox | HT1080 IDH1KD tx | IL-1B inflam inh | ATXN2 expr inh | HT1080-NT tox | SW480 rereplic | MCF10A rerep
26 | Cc1ccc(NS(=O)(=O)c2cccc(C(=O)N3CCCCCC3)c2)cc1 | i | -19% | -34% | -10% | -3 | -5% | -14% | 3% | -3%
27 | O=C(Nc1ccccc1)Nc1ccc2ccccc2c1 | i | -7% | -11% | -1% | -1 | 16% | -1% | 2% | 0%
28 | CCc1ccc2oc(-c3cccc(NC(=O)c4cccnc4)c3)nc2c1 | i | 4% | -39% | -3% | -24 | 16% | -1% | -2% | ?
29 | CC1(C)CC(NC(=O)C23CCC(C)(/C(=N/O)C2)C3(C)C)CC(C)(C)N1 (configuration not stated) | nt | 1% | -14% | -11% | 8 | nt | 2% | -22% | 0%
30 | CCOC(=O)c1c(-c2ccco2)csc1NC(=O)COC(=O)c1cnccn1 | i | 10% | -1% | 0% | -8 | -13% | 1% | -6% | 4%
31 | CCOC(=O)c1c(-c2cccs2)csc1NC(=O)COC(=O)c1c(C)noc1C | i | -16% | -12% | -7% | 10 | 1% | -20% | 6% | ?
32 | CCCCCn1c(CN2CCN(C(=O)OCC)CC2)nc2c1c(=O)[nH]c(=O)n2C | i | 1% | -23% | 10% | 0 | 11% | -5% | -8% | 5%
33 | O=C(NN1CCOCC1)c1cc(-c2cccs2)nc2ccccc12 | ? | -2% | -13% | 4% | -5 | 4% | 8% | 0% | 2%
34 | Cc1ccc(S(=O)(=O)N(C)c2ccc(C(=O)NCC3CCCO3)cc2)cc1 (configuration not stated) | i | 15% | -7% | -7% | -14 | 2% | -3% | -1% | 0%
35 | COc1cccc(NC2c3ccccc3C(=O)N2Cc2ccccc2Cl)c1 (configuration not stated) | i | -3% | -24% | ? | -8 | -38% | ? | 21µM* | ?
36 | Cc1cccc2cc(C3CC(c4cccs4)=NN3S(C)(=O)=O)c(Cl)nc12 (configuration not stated) | i | 0% | -9% | -4% | -8 | nt | 4% | -10% | 16%
37 | O=C(C[C@@H]1CC[C@@H](NC(=O)Nc2cccc(F)c2)[C@@H](CO)O1)NCC1CCCCC1 | nt | -5% | nt | 11% | -20 | nt | 12% | nt | nt
38 | CC1(C)CC(NC(=O)CSc2ccccc2)CC(C)(C)N1 | i | -7% | 4% | -2% | -6 | -6% | 0% | 1% | 0%
39 | Cc1ccc2c(c1)C(=O)C(=O)N2Cc1ccc(Br)cc1 | ? | -1% | -31% | 23µM* | 54 | -36% | ? | 18µM* | ?
40 | CS(=O)(=O)N1CCN(c2ccc([N+](=O)[O-])cc2F)CC1 | i | 18% | -6% | -1% | -10 | -13% | -2% | -4% | 21%
41 | Cc1noc(NS(=O)(=O)c2ccc(NC(=O)C34CC5CC(C3)CC(n3cnc(Br)n3)(C5)C4)cc2)c1C | i | 0% | -2% | 15% | -1 | 0% | 21% | -1% | 12%
42 | CCOC(=O)C1=CCN(S(=O)(=O)c2ccccc2C)C1c1ccccc1 (configuration not stated) | i | -5% | -29% | -11% | 16 | -28% | -24% | nt | nt
